M4 ag: CHRM4 agonism in calcium assay | activation, % at 3 µM | AID 624127 | actives 0.14% (n = 360,000) | P08173 | CHO-K1 hM4/Gqi5, Fluo-8 calcium fluorescence; vehicle 0%, full acetylcholine response 100%;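 active means activation above the run mean over all test wells plus 3 SD, cut at about 32% in these data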;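 further: peak over basal fluorescence ratio per well then scaled between controls; 0% = DMSO wells and 100% = acetylcholine at EC100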
Target sequence (P08173 whole entry, looked up): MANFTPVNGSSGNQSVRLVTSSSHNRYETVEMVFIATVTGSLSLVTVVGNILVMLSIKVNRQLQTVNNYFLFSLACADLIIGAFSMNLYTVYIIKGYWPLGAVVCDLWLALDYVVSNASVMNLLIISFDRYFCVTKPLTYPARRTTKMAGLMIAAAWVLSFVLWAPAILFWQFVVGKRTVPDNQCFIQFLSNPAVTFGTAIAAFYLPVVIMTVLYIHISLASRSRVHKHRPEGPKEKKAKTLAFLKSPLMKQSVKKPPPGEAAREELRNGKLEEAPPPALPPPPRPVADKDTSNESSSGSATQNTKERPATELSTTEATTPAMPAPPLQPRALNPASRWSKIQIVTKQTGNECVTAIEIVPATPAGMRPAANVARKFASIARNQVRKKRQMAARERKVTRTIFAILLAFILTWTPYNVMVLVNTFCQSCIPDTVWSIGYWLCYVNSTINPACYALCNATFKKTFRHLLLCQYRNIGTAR
CHRM4 PAM: positive allosteric modulators of human muscarinic M4 receptor; P08173; CHO-K1 hM4/Gqi5, Fluo-8 calcium fluorescence, ACh EC20; 0% = ACh EC20, 100% = maximal ACh; activation, % at 3 µM; actives 0.4% (n = 360,000); AID 624126;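 active means activation above its plate's cutoff, the mean activation of sample wells plus 3 SD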; further: some results filed as inactive read as strong as hits
CHRM4 antagonist: antagonists of human muscarinic M4 receptor (CHRM4) | P08173 | CHO-hM4 cells, ACh EC80, Fluo-8 calcium fluorescence | inhibition, % at 3 µM | actives 0.73% (n = 360,000);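 active means inhibition above its plate's cutoff, the mean inhibition of sample wells plus 3 SD, cut at about 27% in these data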;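 further: 0% = acetylcholine EC80 with DMSO and 100% = DMSO without agonist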
M1 PAM: positive allosteric modulators of human M1 muscarinic receptor. CHO-K1 hM1, Fluo-8 calcium fluorescence, ACh EC20; 0% = ACh EC20, 100% = maximal ACh. activation, % at 3 µM. actives 0.088% (n = 360,000). AID 588819; in the data active means activation above about 19%, passing the limit was not always enough
Target sequence (P11229 whole entry, looked up): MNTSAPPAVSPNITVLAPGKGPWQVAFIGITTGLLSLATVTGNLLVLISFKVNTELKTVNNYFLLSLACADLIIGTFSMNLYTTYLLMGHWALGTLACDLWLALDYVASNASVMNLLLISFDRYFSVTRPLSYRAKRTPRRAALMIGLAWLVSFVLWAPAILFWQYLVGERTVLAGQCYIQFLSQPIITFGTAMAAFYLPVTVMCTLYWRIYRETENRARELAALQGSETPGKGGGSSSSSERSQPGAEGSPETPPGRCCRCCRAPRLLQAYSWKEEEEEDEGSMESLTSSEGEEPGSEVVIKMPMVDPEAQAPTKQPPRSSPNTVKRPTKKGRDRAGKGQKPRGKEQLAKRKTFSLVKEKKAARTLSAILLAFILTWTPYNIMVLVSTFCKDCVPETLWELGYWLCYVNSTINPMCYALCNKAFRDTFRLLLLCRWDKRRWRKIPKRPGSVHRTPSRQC
M1 antag: blocks human M1 muscarinic receptor; P11229; CHO-K1 hM1, Fluo-8 calcium fluorescence, ACh EC80 antagonist; inhibition, % at 3 µM; actives 1.3% (n = 360,000); AID 588852;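 active means percent inhibition above its own plate's cutoff, namely the mean of that plate's compound wells plus 3 SD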;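 further: peak over basal fluorescence ratio during 140 s after agonist addition; 0% = ACh EC80 plus DMSO and 100% = DMSO alone without agonist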
M5 PAM: CHRM5 positive allosteric modulation. P08912. CHO-K1 hM5, Fluo-8 calcium, ACh EC20 PAM; 0% = ACh EC20, 100% = ACh EC100. activation, % at 3 µM. actives 0.3% (n = 360,000);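 active means activation above the run cutoff, the mean activation of all test compounds plus 3 SD, cut at about 18% in these data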
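System – CHO-K1 hM5 cells · Compound – 3 µM, single dose · Incubation – compound preincubation 140 s before EC20 acetylcholine addition · Technique – Fluo-8 calcium fluorescence · Measure – Max/basal fluorescence ratio as % of EC20–EC100 ACh window · Benchmarks – low control EC20 acetylcholine (0%), high control EC100 acetylcholine (100%) · Replication – singlicate, one well per test compound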
CRFR2-BP ag: agonists of human CRF-binding protein/CRF-R2 receptor complex | HEK293 CRF-R2/CRF-BP, calcium dye fluorescence (FLIPR); percent of saturating CRF peptide response | activation, % at 13.2 µM | actives 0.46% (n = 350,000) | AID 588473;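 active means activation of at least 50%, plus an integration ratio under a set limit after plate pattern correction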;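 further: plate controls were neutral control wells without compound for no effect and CRF at EC100 for full effect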
M5 ag: CHRM5 agonism in calcium assay; P08912; CHO-K1 hM5 cells, Fluo-8 calcium fluorescence; 0% DMSO wells, 100% maximal acetylcholine response; activation, % at 3 µM; actives 0.19% (n = 360,000); AID 624037;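 active means activation above the run's mean over test compounds plus 3 SD, cut at about 23% in these data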;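 further: signal is peak over basal fluorescence ratio across the kinetic read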
CHRM5 antagonist: CHRM5 antagonism in calcium assay; P08912; CHO-hM5 cells, Fluo-8 calcium fluorescence, ACh EC80; inhibition, % at 3 µM; actives 0.59% (n = 360,000); AID 624040;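 active means inhibition above a per-plate cutoff, the mean of that plate's test compounds plus 3 SD, cut at about 27% in these data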;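 further: 0% = acetylcholine EC80 with DMSO and 100% = DMSO without agonist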
Active calls of the source: *; . = no result given.

SMILES	M4 ag	CHRM4 PAM	CHRM4 antagonist	M1 PAM	M1 antag	M5 PAM	CRFR2-BP ag	M5 ag	CHRM5 antagonist
Cc1ccc(NC(=O)Cn2c([N+](=O)[O-])cnc2C)cc1	0	1	5	7	-8	-1	-0.5	2	11
Cc1cc(C)c2nc(-c3ccccn3)cc(C(=O)n3cccn3)c2c1	0	5	-12	4	-7	3	2.2	-1	11
Cc1nn(-c2ccccc2)c(C)c1NC(=O)COC(=O)CCOc1ccccc1	13	-1	-10	-2	-7	-9	-1.9	3	2
Cn1c(=O)c2c(=O)cc(NNC(=O)CC#N)[nH]c2n(C)c1=O	1	-5	-3	11	-8	0	-1.1	0	-11
COc1ccc(/C=C(/NC(=O)c2ccco2)C(=O)NCc2ccco2)cc1	1	-2	0	6	-13	-1	-0.5	0	4
O=C(NCc1ccco1)c1ccc(OC2CCN(Cc3ccccn3)CC2)cc1	2	-10	10	-9	17	-4	-0.4	-2	0
Cc1ccc(OCCC(=O)OCc2csc(CC(=O)Nc3ccccc3C)n2)cc1	3	8	1	4	1	-1	0.2	-5	-1
Cn1nnc(C(O)CN2CCOCC2)n1 (centres undefined)	1	2	2	8	-4	-3	0.7	0	0
Cc1nc(-c2cccc(NC(=O)c3ccc(-n4nccc4C)cc3)c2)cs1	21	0	1	-8	18	-11	0.6	7	9
Cc1cc(=O)n2nc(N3CCC(C(=O)NC4CCCc5ccccc54)CC3)sc2n1 (centres undefined)	0	-6	2	-3	9	6	-3.3	0	-8
CCOC(=O)c1c(C)nc(C)c(C(=O)OCC)c1-c1ccc(O)c(OC)c1	4	3	-8	5	-6	-3	0.3	4	-11
COC(=O)Nc1ccc([N+](=O)[O-])cc1OC	1	2	-2	6	1	3	-1.4	-2	1
COc1ccc(CN2CCNC(=O)C2CC(=O)NC2CC(C)(C)CC(C)(C)C2)cc1OC (centres undefined)	1	-3	6	15	-21	-2	0.5	-4	5
O=C1C=CC(=O)N1c1ccc2ccccc2c1	0	7	-11	15	-27	4	1.3	5	-8
O=C(c1cnn2ccccc12)N1CCCc2ccccc21	1	13	-15	9	-8	-2	-0.7	-1	1

The final three compounds of the part before open the next one.
SMILES	M4 ag	CHRM4 PAM	CHRM4 antagonist	M1 PAM	M1 antag	M5 PAM	CRFR2-BP ag	M5 ag	CHRM5 antagonist
COc1ccc(CN2CCNC(=O)C2CC(=O)NC2CC(C)(C)CC(C)(C)C2)cc1OC (centres undefined)	1	-3	6	15	-21	-2	0.5	-4	5
O=C1C=CC(=O)N1c1ccc2ccccc2c1	0	7	-11	15	-27	4	1.3	5	-8
O=C(c1cnn2ccccc12)N1CCCc2ccccc21	1	13	-15	9	-8	-2	-0.7	-1	1
O=C(COC(=O)c1ccccc1[N+](=O)[O-])Nc1cccnc1Cl	2	1	6	10	-11	-2	-0.3	-3	-4
COc1ccccc1/C=C/C(=O)/C=C/c1ccccc1O	1	-4	2	4	-9	-2	-0.9	0	-1
Cc1ccc(C(=O)CCC(=O)OCC(=O)Nc2ccc3[nH]c(=O)[nH]c3c2)cc1	0	2	7	-1	3	3	-1.6	-1	10
CCCC(=O)Nc1ccc(Nc2ccccc2)cc1	1	0	4	0	2	1	-2.1	-1	1
Cc1onc(-c2ccccc2)c1C(=O)N/N=C/c1ccc(O)c([N+](=O)[O-])c1	1	3	-7	-3	15	7	0.3	-1	-20
CCCCNC(=O)c1nc(C2CCN(S(=O)(=O)c3cccc(C(F)(F)F)c3)CC2)oc1-c1cccc(C(F)(F)F)c1	-1	3	-4	-10	-7	3	.	5	7
CCC1CC(=O)CCN1S(=O)(=O)c1ccc(C)cc1 (centres undefined)	0	-1	0	4	-9	-7	-1.1	-1	17
C=CCSc1ncccc1C(=O)NCCc1ccccc1	0	-7	0	10	-5	4	-1.0	0	2
O=C(NN1C(=O)c2ccccc2C1=O)c1ccc2c(c1)C(=O)N(CC1CCCO1)C2=O (centres undefined)	3	1	6	-1	12	1	-0.4	2	13
CCOC(=O)N1CCN(C(=O)c2cn(C)c3ccc(S(=O)(=O)N(C)C4CCCCC4)cc3c2=O)CC1	0	6	-3	4	-2	-1	-0.6	-4	-6
CCn1c(CNc2ccc(Cl)cc2)nnc1SCC(=O)OC1CCCCC1	7	-2	-3	-5	9	-10	-2.3	-4	4
CCOc1ccc(NC(=O)COC(=O)c2ncc(Cl)c(Cl)c2Cl)cc1	0	2	9	8	-8	2	1.7	-2	1
Cc1ccc(C2=C(O)c3ccccc3C(=O)C2=O)cc1	0	-2	0	-6	4	3	-0.8	-2	-1
CCOc1ccc(OCc2ccc(C(=O)N/N=C(\C)c3ccccn3)cc2)cc1	1	-1	7	11	-10	2	3.2	0	1
CC(=O)c1cccc(NC(=O)CNC(=O)Cc2cccc3ccccc23)c1	7	-5	0	9	-7	2	-4.4	4	5
CCn1c(C(=O)NC(C)c2ccc3c(c2)OCCO3)cc2sccc21 (centres undefined)	1	-2	-4	1	-2	-9	-3.4	-2	-3
C=C(C)CN(CC)C(=O)CSc1nc(O)cc(=O)n1C1CCCC1	3	-13	13	-2	9	-2	-0.5	-4	8
CCCc1cc(=O)[nH]c(SCC(=O)c2c[nH]c3ccccc23)n1	1	2	-5	15	-7	-5	0.6	0	-1
CCOC(=O)[C@]12CCCC=C1N(Cc1cccc3ccccc13)C(=O)[C@H](CC(=O)NCc1cccc(C(F)(F)F)c1)C2	2	9	-12	.	.	-16	.	-3	0
CN(CCCNC(=O)C1CCC(=O)N1Cc1ccccc1Cl)c1ccccc1 (centres undefined)	2	8	1	16	-8	4	-5.9	0	-11
COc1ccc(-c2cc(C(=O)Nc3ccc(S(=O)(=O)Nc4ncccn4)cc3)c3ccccc3n2)cc1	0	11	4	-4	11	1	0.2	-2	4
Clc1ccc(-c2cn3cc(Cl)ccc3n2)cc1	13	1	1	-1	-2	-6	0.4	-3	6
COc1cc(C(C(=O)NC2CCCC2)N(C(=O)c2snc(C(N)=O)c2N)C2CCCC2)cc(OC)c1OC (centres undefined)	3	5	6	0	3	0	-0.3	-1	11
COC(=O)C1=C2c3[nH]c4ccccc4c3CCN2C(=O)CC1	0	3	-4	4	-4	2	-0.5	-1	-4
CCc1ccc(N(CC)c2ncnc3nc[nH]c23)cc1	.	0	-8	10	-10	-3	-2.4	-3	2
CC1C(=O)N(Cc2cn(CC3CCCCC3)nn2)CCS(=O)(=O)N1Cc1ccc(-c2ccc(Cl)c(Cl)c2)cc1 (centres undefined)	2	1	-9	-1	3	-6	0.0	1	6
OC[C@@H]1CN(Cc2ccc(-c3ccccc3)cc2)C[C@H](n2cnc3c(NC4CCC4)ncnc32)O1	17	-10	28*	-16	34*	-14	.	5	29*
O=C(Nc1cccc(NC(=O)c2c(F)cccc2F)n1)c1c(F)cccc1F	6	-4	0	16	-7	-3	5.4	0	16
O=C(NC(=S)NNC(=O)c1cnccn1)c1ccc(F)cc1	1	2	0	10	-9	10	0.0	0	2
O=C(NCC1CCCO1)c1ccc(N2CCCCC2)nc1 (centres undefined)	0	-4	14	8	-11	-5	0.2	-1	17
CC(=O)c1sc(NC(=O)c2ccc(COc3ccccc3Cl)o2)nc1C	0	-2	-2	13	-18	-1	-0.9	-2	-1
C=CCOc1ccc(CNc2ccc3[nH]c(=O)[nH]c3c2)cc1	4	3	-1	8	-10	-1	0.0	2	7
CCCCN(CCCC)c1cc(C)nc(-c2ccccc2O)n1	-1	9	0	12	-18	-4	0.6	-2	2
CCC1(CC)Cc2ccccc2-c2nc(-c3ccccc3)oc(=O)c21	1	18	17	4	-2	6	-3.2	1	5
Cc1ccc(S(=O)(=O)c2c(C)nn(C(C)(C)C)c2OC(=O)c2ccc(Br)o2)cc1	-1	-1	5	-4	-3	-8	2.1	-5	2
CCCn1nc(CC(=O)OCC)c2ccccc2c1=O	-1	8	-2	2	-17	0	-0.8	-1	-2
CCOC(=O)c1c(C)nc(C)c(C(=O)OCC)c1-c1ccc(Br)cc1	-2	-13	-4	3	-6	-6	-0.4	-5	0
O=C(Nc1ccccc1F)Nc1ccccc1N1CCCCC1	8	-31	4	-16	22	-16	0.5	-10	5
Cc1ccc([N+](=O)[O-])cc1S(=O)(=O)NCc1cccnc1	2	2	-2	2	0	2	-0.6	-2	-3
Cc1ccc(S(C)(=O)=NC(=O)NC(=O)c2c(Cl)cccc2Cl)cc1 (centres undefined)	2	-7	2	2	2	-7	0.0	-3	7
O=C(O)c1cc(-c2ccco2)nn1-c1cccc(Cl)c1	3	-1	-3	4	-6	1	-1.6	-2	2
CC1=C(C(=O)OC(C)C)C(c2ccccc2)NC(=S)N1C (centres undefined)	-2	-7	2	4	-1	-3	-0.5	-4	4
Cc1cccc(CN2C(=O)c3ccccc3S(=O)(=O)c3ccc(C(=O)NCCCN4CCCC4)cc32)c1	0	0	6	-1	-7	2	-0.6	-8	-8
COc1ccc(OC)c(Cc2nnc(CCC(=O)N3CCN(C4CCCC4)CC3)o2)c1	0	-2	4	2	-10	3	-3.9	-4	8
CN(c1cccc(NS(=O)(=O)c2ccccc2)c1)S(C)(=O)=O	3	-2	0	2	2	-4	1.2	-1	9
O=C(NNc1nc2c(F)cccc2s1)C1COc2ccccc2O1 (centres undefined)	2	6	0	8	-1	5	0.6	-2	5
Cc1ccc(Cl)c2sc(N3CCN(C(=O)c4ccco4)CC3)nc12	4	-3	-10	4	3	-7	-0.7	-8	-1
CC(C)Oc1ccc(S(=O)(=O)N2CCOCC2)cc1NC(=O)C1CSC2(C)CCC(=O)N12 (centres undefined)	3	4	-7	6	-4	-8	0.2	5	11
C[C@H](CO)N1C[C@H](C)[C@@H](CN(C)Cc2ccc(C(=O)O)cc2)Oc2c(NC(=O)C3CC3)cccc2C1=O	0	8	-9	8	-6	3	-6.1	1	-13
COc1ccc(CC2(CO)CCN(Cc3cnn(-c4ccc(F)cc4)c3)CC2)cc1	6	-3	-5	-2	3	2	1.6	0	1
CCSc1nccc(-c2nn(-c3ccc(C)cc3)ccc2=O)n1	3	-1	-6	-1	-15	3	2.2	-8	6
CC(C)OC(=O)/C(=C/c1cccnc1)NC(=O)c1ccccc1	0	12	-4	5	-6	0	3.5	0	4
COc1cccc(Nc2nc(C)cc(C)c2C#N)c1	-1	-3	-1	1	-5	11	1.5	-9	-3
FC(F)c1nc2nc(Cl)c(Cl)nc2[nH]1	-1	-2	-4	0	-15	0	-1.9	1	-7
Cc1ccc(NC(=O)/C(C#N)=C/c2ccccc2C(F)(F)F)cc1	1	3	0	5	-4	2	-1.1	-1	-3
COC(=O)c1ccccc1-n1c(C)nc(=O)c(-c2ccccc2)c1C	0	1	5	16	-12	-3	-1.2	-2	12
Cc1ccc(C(=O)N(CCN2CCCCC2)CC2CCCN(C3CCCC3)C2)s1 (centres undefined)	1	-6	0	1	-8	1	6.7	-8	12
NC(=O)C1CCCN(C(=O)NC2CCCCC2)C1 (centres undefined)	0	-2	0	-3	-40	-4	4.6	-2	2
O=C1C(=O)c2ccccc2C(O)=C1CCCCl	14	-9	11	-3	11	-8	-0.4	0	13

Random draw from the library; 2.8% or so of the library scored in one or more.
